HRas wt GTP: human HRas wildtype GTP binding, change in either direction; P01112; GST-Ras wt beads, Bodipy-FL-GTP binding, flow cytometry; actives lie on both sides; GTP binding activity, % at 10 µM; 0.14% of 190,000 active; AID 759;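 active = GTP binding activity at least 20% away from the 100% baseline, either lowered as inhibitor or raised as activator; inconclusive = flagged as likely green fluorescent, judged across all proteins in the well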;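 note: 0% = unlabeled GTP competition control and 100% = no-compound control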
Target sequence (P01112 whole entry, looked up): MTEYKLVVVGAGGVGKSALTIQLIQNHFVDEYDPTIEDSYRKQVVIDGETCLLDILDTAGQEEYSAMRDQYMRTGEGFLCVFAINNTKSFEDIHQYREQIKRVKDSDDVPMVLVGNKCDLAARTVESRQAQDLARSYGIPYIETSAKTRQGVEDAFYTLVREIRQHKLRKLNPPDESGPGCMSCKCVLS
Rab7 wt modul: alters GTP binding to wildtype dog Rab7; GST-Rab7 beads, fluorescent GTP binding, flow cytometry; actives lie on both sides; untreated = 100%, excess cold GTP = 0%; 0.055% of 190,000 active; GTP binding activity (percent of control), % at 10 µM;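 active = fluorescent GTP binding to Rab7 beads changed by at least 20 points from the 100% baseline, either direction, mostly lower; inconclusive = compound itself probably fluorescent, or too few beads counted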;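 note: median green fluorescence of bound Bodipy-FL-GTP per Rab7 bead population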
Rab2 wt GTP: changes GTP binding to wildtype dog Rab2A, up or down; 0.19% of 190,000 active; GTP binding activity, % at 10 µM; P61105; GST-Rab2 wt beads, Bodipy-GTP binding, flow cytometry;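 active = GTP binding activity at least 20 points away from 100%, either lowered or raised; inconclusive = signal likely due to the compound's own green fluorescence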;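 note: 0% = beads with excess unlabeled GTP and 100% = no-compound control corrected for plate trend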
ABCG2 block: blocks JC-1 efflux by human ABCG2 transporter | IgMXP3 cells, flow cytometry | Q9UNQ0 | inhibition, % at 6.6 µM | AID 1325 | 0.1% of 190,000 active;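 active = inhibition above 80%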;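 note: 0% = DMSO and 100% = nicardipine control wells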
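material = IgMXP3 (ABCG2) plus far-red-tagged CCRF-Adr (ABCB1) cells | amount = 3 million cells/mL, equal mix of both lines | also added = JC-1 transporter substrate | dosing = one concentration, 6.6 µM final | schedule = 10 min at 25 °C | measured by = flow cytometric JC-1 green MFI at 530 nm | read-out basis = percent efflux inhibition, scaled nicardipine 100% to DMSO 0%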
Cdc42 wt: modulators (inhibitors or activators) of GTP binding to human Cdc42 wildtype; P60953; GST-Cdc42 beads, Bodipy-GTP binding, flow cytometry; actives lie on both sides; percent activity (GTP binding), % at 10 µM; 0.2% of 190,000 active; AID 761;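 active = percent activity GTP binding at least 20 points away from the 100% baseline, either down as inhibitor or up as activator; inconclusive = compound flagged as likely green fluorescent from well-wide comparison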;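 note: median bead fluorescence of bound Bodipy-FL-GTP at 100 nM; 0% = excess unlabeled GTP control and 100% = no compound control; below 100% means less GTP binding so inhibitor and above means activator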
Target sequence (P60953 whole entry, looked up): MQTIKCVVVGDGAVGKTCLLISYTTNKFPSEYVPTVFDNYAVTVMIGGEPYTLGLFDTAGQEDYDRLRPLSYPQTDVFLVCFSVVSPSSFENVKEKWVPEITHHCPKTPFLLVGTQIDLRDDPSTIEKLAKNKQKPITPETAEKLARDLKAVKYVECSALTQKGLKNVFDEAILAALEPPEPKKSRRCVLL
Rac1 act GTP bind: alters GTP binding to activated mutant human Rac1; GST-Rac1 activated beads, fluorescent GTP binding, flow cytometry; actives lie on both sides; 100% means binding = to untreated wells; percent activity (GTP binding), % at 10 µM; 0.11% of 190,000 active; AID 764;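 active = GTP binding at least 20 percentage points away from the 100% baseline, in either direction, so actives lie on both sides; inconclusive = Compound likely fluorescent itself, or too few beads counted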
Pf gametocyte: P. falciparum stage V gametocyte viability inhibition; P. falciparum stage V gametocytes, ATP luminescence, 24 h; inhibition, % at 10.9 µM; 0.065% of 150,000 active; AID 743093;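 active = inhibition above the mean plus 3 SD of compounds within the control limits, set per campaign, cut at about 38% in these data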;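 note: 0% = DMSO wells and 100% = medium only without gametocytes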
ABCB1 block: blocks JC-1 efflux by human ABCB1 transporter. CCRF-Adr cells, flow cytometry. P08183. inhibition, % at 6.6 µM. AID 1326. 0.067% of 190,000 active; in the data active = inhibition above about 40%;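 note: 0% = vehicle and 100% = reference inhibitor; higher value means more JC-1 retained so stronger ABCB1 efflux block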
Rac1 wt GTP bind: human Rac1 wildtype GTP binding, inhibitors and activators | GST-Rac1 beads, fluorescent GTP binding, flow cytometry; actives lie on both sides; 0 = cold GTP competed, 100 = untreated | 0.27% of 190,000 active | P63000 | GTP binding activity (% of control), % at 10 µM;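 active = GTP binding activity at least 20 points away from the 100% control level, either lower or higher; inconclusive = compound flagged as likely green fluorescent, judged across all proteins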
Avidin fluor: avidin bead compound fluorescence profile. Avidin beads, compound fluorescence 488/530 nm, flow cytometry; active compounds read high. fluorescence (KMESF) at 10 µM. 0.38% of 220,000 active; in the data active = fluorescence above about 47; note: inactives centre near 10
Mcl1-Noxa inh: Mcl-1/Noxa interaction inhibition | Q07820 | TR-FRET Mcl-1/Noxa peptide binding, 2 h | inhibition, % at 21.7 µM | 1.5% of 220,000 active;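 active = compounds that cut the protein-peptide binding signal by more than 50% relative to plate controls in a single-dose test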;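 note: His-tagged Mcl-1 with rhodamine Noxa BH3 peptide and terbium anti-His antibody; 0% = Mcl-1 plus Noxa peptide wells and 100% = peptide-only wells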
Target sequence (Q07820 whole entry, looked up): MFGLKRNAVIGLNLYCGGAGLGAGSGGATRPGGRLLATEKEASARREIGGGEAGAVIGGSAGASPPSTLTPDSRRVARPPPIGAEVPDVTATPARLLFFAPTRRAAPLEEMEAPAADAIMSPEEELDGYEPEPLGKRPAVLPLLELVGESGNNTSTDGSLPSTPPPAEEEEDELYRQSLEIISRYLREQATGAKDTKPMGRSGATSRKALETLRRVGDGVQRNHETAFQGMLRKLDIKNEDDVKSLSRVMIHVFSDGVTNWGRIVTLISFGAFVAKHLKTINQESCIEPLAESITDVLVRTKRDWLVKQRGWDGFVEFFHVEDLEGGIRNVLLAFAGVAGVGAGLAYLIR
* hit, by the source's call; ? = inconclusive; · = not tested or not shown; & = joins results of further samples.

SMILES	HRas wt GTP	Rab7 wt modul	Rab2 wt GTP	ABCG2 block	Cdc42 wt	Rac1 act GTP bind	Pf gametocyte	ABCB1 block	Rac1 wt GTP bind	Avidin fluor	Mcl1-Noxa inh
CC(C)C(=O)N=C1NC(=O)CS1	100	98	100	2	99	99	-4	0.9	104	7	30
COCCCNC(=O)Cn1nc(-c2ccccc2OC)ccc1=O	101	97	100	1	102	99	·	0.2	101	11	-15
CCC(=O)NC(=S)Nc1ccc(-c2nc3ccccc3s2)cc1	97	97	95	6	95	92	-10	0.8	90	13	-6
COc1ccc(C(c2nnnn2CCc2ccccc2)N2CCN(C)CC2)cc1OC (centres undefined)	100	101	99	-1	102	97	·	-0.8	102	33	0
C=CCn1c(COc2ccccc2C)nnc1SCC(=O)O	97	94	97	-4	99	96	-13	-0.4	106	36	26
CC[n+]1c(/C=C2\C=C(C)CC(C)(C)C2)sc2ccccc21	100	104	104	21	101	99	·	-0.7	107	11	15
CCC1(C)CC(C(CC(=O)O)c2ccc(C)cc2)CCO1 (centres undefined)	103	98	101	1	105	104	·	0.3	110	11	4
CCn1c(SCC(=O)N/N=C/c2ccc(C)o2)nnc1-c1ccc(C(C)(C)C)cc1	?	?	?	13	?	?	-39	1.2	?	18	-1
O=c1cc(-c2ccccc2)nc(SCc2ccc(F)cc2)[nH]1	100	97	98	2	99	101	·	0.1	100	8	-7
Cc1cccc(-n2c(CNC(=O)COc3ccccc3)nnc2SCC(=O)Nc2nccs2)c1	104	98	107	2	105	102	17	0.6	105	11	-1
Cc1cc2oc3c(c(=O)c2cc1C)C(c1cccc(Br)c1)N(Cc1ccco1)C3=O (centres undefined)	103	98	105	5	106	101	·	3.2	103	8	-1
O=C(CSc1nnnn1Cc1ccccc1)NC1CCCCC1	98	93	96	0	91	93	-2	0.2	102	9	-10
O=C(O)c1cnc(-c2ccccc2)nc1Sc1ccccc1Cl	99	96	96	1	97	96	-1	0.1	96	39	-2
CCc1ccc(C2NC(=S)NC3=C2C(=O)CCC3)cc1 (centres undefined)	97	97	98	3	100	96	·	0.3	100	14	1
CC(NC(=O)COC(=O)CCc1nc2ccccc2c(=O)[nH]1)c1ccccc1 (centres undefined)	98	103	100	3	97	98	-5	0.8	99	25	2
CCn1c2ccccc2c2cc(NC(=O)CSc3nnc(-c4ccc(OC)cc4)n3N)ccc21	102	102	101	0	102	99	3	-0.1	105	33	7
Cc1ccc(S(=O)(=O)C(CCC(=O)c2ccc(Cl)cc2)C(N)=O)cc1 (centres undefined)	105	103	105	3	106	100	4	0.7	103	17	-7
CCc1n[nH]c2c1/C(=N/O)CCC2	99	100	97	0	97	94	·	0.2	99	8	-1
CCCCn1cnc2c(cnn2-c2ccc(F)cc2)c1=O	101	100	102	1	103	101	·	0.2	104	4	13
CCOc1ccc(-n2c(SCc3ccc(C#N)cc3)nnc2-c2cccnc2)cc1	107	97	107	7	108	103	·	3.1	103	7	11
Cc1nnc(SCC(=O)Nc2ncc(Cl)cc2Cl)n1Cc1ccccc1	101	99	101	6	103	98	·	1.2	102	8	-1
CCCCNCC(=O)Nc1ccc(NC(=O)CNCCCC)cc1	100	98	100	3	103	99	1	0.8	102	28	24
COc1ccc(-c2noc(-c3ccccc3C(=O)N3CCOCC3)n2)cc1	96	95	95	5	97	94	-15	1.0	96	10	13
CCN(CC)c1ccc(C2NCC(c3ccc([N+](=O)[O-])cc3)O2)cc1 (centres undefined)	101	101	101	0	98	97	·	0.1	102	5	-5
CCc1cccc(C)c1NC(=O)c1cccc(N(C)C)c1	101	104	103	·	102	100	·	·	103	3	47
O=C(c1ccc(Cl)cc1)c1c[nH]cc1-c1ccccc1	96	98	95	6	94	90	15	-0.2	97	5	-2
COc1c(C)cc(C(=O)C2CCCN(S(=O)(=O)c3c(C)noc3C)C2)cc1C (centres undefined)	96	99	96	7	98	95	9	1.6	96	11	21
N#C/C(=C\c1cccs1)C(=O)NCc1ccco1	98	97	99	4	101	103	-11	0.2	101	14	7
COc1ccc(Cc2noc(CN(C)C3CC(C)(C)NC(C)(C)C3)n2)cc1OC	99	103	100	0	100	98	-5	1.4	104	3	1
CCOC(=O)N1CCC(NC(=O)C(Cc2ccccc2)NC(=O)C2CCCCC2)CC1 (centres undefined)	104	104	103	2	103	102	-6	1.2	107	9	11
O=C(COC(=O)CNS(=O)(=O)c1c(Cl)cccc1Cl)Nc1cccnc1Cl	99	99	96	1	98	98	·	-0.1	101	5	19
CC(=O)c1c(C)[nH]c(C(=O)NCc2ccc(C)cc2)c1C	102	102	102	4	101	99	·	0.7	104	6	9
COC(=O)c1cn(-c2ccccc2)nc1-c1ccncc1	98	99	100	7	97	95	·	2.0	100	8	13
O=C(CSc1nnc(COc2ccc(Cl)cc2)o1)OC1CCCCC1	102	102	100	2	100	100	·	0.0	101	17	9
CC(C)CC1c2[nH]c3ccccc3c2CCN1C(=O)c1cnccn1 (centres undefined)	96	98	98	2	96	93	-20	0.6	97	7	5
COc1ccc(CN(C)CC(=O)NC(=O)NCc2ccccc2)c(OC)c1	99	102	99	5	98	97	·	0.9	100	4	11
O=C1CC(c2ccco2)Sc2nc3ccccc3n21 (centres undefined)	100	96	98	1	99	97	-12	0.2	101	18	-22
COc1ccc(-n2nc([N+](=O)[O-])c(=NCCc3cccc(C)c3)n2O)cc1	91	93	93	8	93	91	11	2.1	93	·	7
Cc1ccc(OCCOCCNC(C)C)c(Br)c1	103	101	99	2	103	99	9	0.5	105	10	-1
Cc1sc2nc(CN3CCOCC3)nc(Oc3ccc(NC(=O)c4ccco4)cc3)c2c1C	96	94	95	13&7	96	94	·	2.1&1.4	96	8&22	7
Cc1cc(-c2nc3cccnc3s2)ccc1NS(=O)(=O)c1cccs1	92	101	94	2	90	91	·	1.3	92	7	7
Cc1cc(NCCCn2ccnc2)n2nc(-c3ccc(F)cc3)cc2n1	102	99	99	6	102	97	-19	1.3	102	13	11
CCNc1nc(-c2ccc(Cl)cc2)cs1	101	100	100	5	99	97	·	0.6	99	12	1
O=C(O)CSc1c2c(nc3cc(C(=O)N4CCCC4)ccc13)CCCC2	101	97	98	-1	102	101	·	0.1	98	14	-7
Cc1ccc2c(CC(=O)OCc3csc(C)n3)coc2c1	102	96	103	2	100	99	·	-0.3	104	29	14
CCC1CCCCN1CCCNC(=O)Cn1nc(-c2ccccc2)ccc1=O (centres undefined)	95	99	96	17	95	97	·	4.0	96	11	7
CCCn1nnc(NC(=O)c2ccc(-c3ccccc3)cc2)n1	101	101	100	4	104	98	7	0.6	100	8	2
CCOC(=O)c1ccc(CSc2nnc(N)s2)cc1	102	103	101	-3	102	99	·	-3.6	103	6	-18
Cc1cc(=O)n2c(C(=O)Nc3ccc(C)c(C)c3)c(C(=O)Nc3ccccc3)sc2n1	102	99	100	17	103	98	4	1.3	103	10	-11
CC1CCN(C(=O)CSc2nc(N)cc(N)n2)CC1	102	104	102	1	104	100	-2	0.4	105	46	-1
COc1ccc(-c2noc(C)c2-c2ccc3ccccc3n2)c(O)c1	97	98	97	32	95	95	·	2.7	99	13	13
CC(=O)OCc1cc(=O)n(C)c(=O)n1C	99	101	95	0	98	97	·	-0.1	98	11	-20
O=C(CN1CCCCCC1)NCCN1C(=O)S/C(=C\c2ccccc2Cl)C1=O	98	98	100	5	99	99	·	0.7	107	11	25
COc1ccc2c(c1)C(=O)CC(c1ccccc1F)O2 (centres undefined)	92	94	94	4	88	94	·	0.2	87	18	10
Cc1ccc2[nH]c3c(c2c1)CCc1cn[nH]c1-3	98	95	98	1	99	98	·	-0.4	96	15	21
Cc1ccc(C2=C(c3ccc([N+](=O)[O-])cc3)C(=O)OC2)cc1C	96	102	95	7	93	92	8	0.7	96	14	-15
CCOC(=O)N1CCN(Cc2nc(Cc3cccc(C(F)(F)F)c3)no2)CC1	96	97	98	5	99	98	22	0.7	99	12	9
CC(C)C(C)NC(=O)COc1ccc(OCc2ccccc2)cc1 (centres undefined)	101	109	102	0	100	97	-6	-2.0	102	10	6
CCSc1nnc(Cn2c(=O)sc3ccccc32)n1C	102	101	99	1	103	100	·	0.3	104	25	-4
CC(C)Sc1nc2ccc(N3C(=O)C4CCCCC4C3=O)cc2s1 (centres undefined)	97	99	97	28	99	97	5	4.7	104	2	13

Next part.
SMILES	HRas wt GTP	Rab7 wt modul	Rab2 wt GTP	ABCG2 block	Cdc42 wt	Rac1 act GTP bind	Pf gametocyte	ABCB1 block	Rac1 wt GTP bind	Avidin fluor	Mcl1-Noxa inh
O=C(CSc1ccc(-c2ccncc2)nn1)N1CCCC1	101	104	102	6	105	99	5	0.1	107	18	11
CCCNC(=O)c1cnc(Sc2ncc(C(F)(F)F)cc2Cl)n1C	107	102	105	1	106	104	·	0.6	103	11	16
O=C(COc1ccc(Cl)cc1)NCc1cn2cc(Cl)ccc2n1	92	95	91	1	95	91	·	0.7	98	12	8
CC(=O)c1ccc(NC(=S)NC(C)c2ccc(Cl)cc2Cl)cc1 (centres undefined)	102	109	100	0	101	102	-5	0.0	100	23	-1
O=c1cc(-c2ccc([N+](=O)[O-])cc2)nc2cc(-c3ccc(Cl)cc3)[nH]n12	93	95	92	-17	94	93	·	-1.4	93	20	97*
CCS(=O)(=O)c1nc2ccccc2n1Cc1ccccn1	100	101	100	-1	99	97	-9	0.0	100	9	12
CNC(=O)CN(c1cc(C)ccc1OC)S(=O)(=O)c1ccc(C)cc1	101	100	99	2	102	100	·	0.6	108	9	4
CCCCNC(=O)Cn1c(=O)n(C)c2ccccc21	101	102	99	0	98	101	·	-2.3	105	8	-10
CCOC(=O)C1=C(C)Nc2sc(C(=O)c3ccc(Br)cc3)c(N)c2C1c1ccc(C(=O)OC)cc1 (centres undefined)	98	99	100	61	100	99	·	4.0	101	11	-14
O=C(O)c1cccc(N/N=C/c2cccnc2)c1	96	93	95	4	95	97	·	1.1	95	10	15
Fc1cccc(CN2CCN3CCCC3C2C2CCCCC2)c1 (centres undefined)	98	96	97	2	98	97	-19	0.7	93	11	·

Sorted by formula weight (largest number first): some entries from above.
SMILES	HRas wt GTP	Rab7 wt modul	Rab2 wt GTP	ABCG2 block	Cdc42 wt	Rac1 act GTP bind	Pf gametocyte	ABCB1 block	Rac1 wt GTP bind	Avidin fluor	Mcl1-Noxa inh
CC(=O)c1ccc(NC(=S)NC(C)c2ccc(Cl)cc2Cl)cc1 (centres undefined)	102	109	100	0	101	102	-5	0.0	100	23	-1
CNC(=O)CN(c1cc(C)ccc1OC)S(=O)(=O)c1ccc(C)cc1	101	100	99	2	102	100	·	0.6	108	9	4
O=C(O)c1cccc(N/N=C/c2cccnc2)c1	96	93	95	4	95	97	·	1.1	95	10	15
